Source: PubChem (National Center for Advancing Translational Sciences (NCATS))
Lipid storage S3 = qHTS Assay for Lipid Storage Modulators in Drosophila S3 Cells | Drosophila S3 cells, BODIPY lipid droplet fluorescence, 18-24 h; cells fed with added oleic acid | Potency in µM for hits, for the others lipid storage change, negative = inhibition, % at the top dose, mostly 46.1 µM | 320,000 tested, 0.64% active | AID 2685; active = well fitted inhibition curve with a large enough effect in the signal ratio, with a control signal flat, not every such curve was filed as active; inconclusive = small, poorly fitted or top-dose-only effect, or effect the other way, or a change in a side signal; the % refers to the signal ratio
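Laser-scanning cytometry quantifies lipid droplet accumulation (500–530 nm total intensity; droplet/cell object ratio) in oleic acid-fed (400 uM added) Drosophila S3 cells treated with a concentration series. 20 uM Triacsin C defined 100% inhibition.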
Lipid storage S3 cell count max = further read-out of Lipid storage S3, marked with its call; cell number change, %; measured here: cell count max response;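 cells counted by Cell Tracker Red CMTPX staining in the red channel; peak over a dose series mostly up to 46.1 µM; percent activity relative to internal control wells on each plate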
* = called active by the depositor; i = inactive; ? = inconclusive; . = not tested or not shown; [ ] = dose if it differs, or a comment. % is scaled to controls: 0 for no effect and ±100 for the full control effect; potency is read from the fitted curve at half-maximal effect.

SMILES	Lipid storage S3	Lipid storage S3 cell count max
CCCC(=O)Nc1ccc2c(c1)nc1n2CCSC1	?	.
Cc1c(C(=O)N2CCOCC2)cc(C(C)(C)C)n1-c1ccccc1	7.8%	.
Cc1ccc(C(=O)NCc2ccco2)cc1S(=O)(=O)Nc1cccc(C)c1C	?	.
CCOc1ccccc1N(C(=O)c1ccco1)C(C(=O)NC1CCCC1)c1cccs1 (stereo not given)	?	.
COc1cccc(C(=O)N2CCC(C(=O)NCc3ccc(C)cc3)CC2)c1	?	.
CCn1c(-c2cc(-c3ccccc3OC)nc3ccccc23)n[nH]c1=S	?	.
CCN(CCNCC(O)COCc1ccc(Cl)cc1)c1cccc(C)c1 (stereo not given)	?	.
Cc1ccc(C(=O)O)cc1NC(=O)C1=CSCCO1	?	.
Cc1ccc(-c2n[nH]c(=S)n2/N=C/C=C\c2ccccc2[N+](=O)[O-])cc1	?	.
CCOC(=O)C1=NN(C(C)=O)C2(CC(=O)N(c3cccc(C)c3)C2=O)C1 (stereo not given)	?	.
COc1cccc(Cn2nnc(C(=O)NCc3ccc(F)cc3)c2N)c1	?	.
CCOC(=O)c1cc2cc(OC)ccc2[nH]1	12.7%	-21.4
COc1cc([N+](=O)[O-])ccc1NC(=O)CSc1ccccn1	?	.
Cc1nn(C2CCS(=O)(=O)C2)c(Cl)c1/C=C/C(=O)OCC(=O)Nc1ccccc1OC(F)F (stereo not given)	?	.
O=C(c1cc(-c2cccc(Cl)c2)nc2ccccc12)N1CCCC1	-21.9%	0.0
COc1ccc(CCN2C(=O)C(O)=C(C(=O)c3ccco3)C2c2cccs2)cc1OC (stereo not given)	-11.5%	3.4
O=C(Nc1ccnn1C1CCN(Cc2ccc(CO)o2)CC1)c1ccccc1Cl	-6.9%	2.5
O=C(CN1CCC(c2nc3ccccc3[nH]2)CC1)NCc1ccc2c(c1)OCO2	?	.
Cc1ccc(NC(=O)[C@H](Cc2c[nH]c3ccccc23)NC(=O)[C@@H]2Cc3ccccc3CN2)c(C)c1	?	.
CCC1(CC)NC(=O)N(CC(=O)OCC(=O)Nc2sccc2C#N)C1=O	?	.
CC(C)Cn1cc(C(=O)NCC2CCCO2)c2c3ccccc3n(C)c2c1=O (stereo not given)	i	.
O=C(NCc1ccco1)c1sc2cc(F)ccc2c1Cl	-10.6%	-20.3
CCC(C)C(NC(=O)C(C)NC(=O)CNC(=O)CNC(=O)OCc1ccccc1)C(=O)OC (stereo not given)	5.9%	-4.8
CCCN(Cc1ccccc1)S(=O)(=O)c1ccc(N2C(=O)CCC2=O)cc1	?	.
CCc1ccc(NC(=O)C2CCN(S(=O)(=O)c3cnc[nH]3)CC2)cc1	i	.

Five entries drawn at random from those above, as already listed:
SMILES	Lipid storage S3	Lipid storage S3 cell count max
CCC(C)C(NC(=O)C(C)NC(=O)CNC(=O)CNC(=O)OCc1ccccc1)C(=O)OC (stereo not given)	5.9%	-4.8
Cc1c(C(=O)N2CCOCC2)cc(C(C)(C)C)n1-c1ccccc1	7.8%	.
COc1cccc(Cn2nnc(C(=O)NCc3ccc(F)cc3)c2N)c1	?	.
O=C(CN1CCC(c2nc3ccccc3[nH]2)CC1)NCc1ccc2c(c1)OCO2	?	.
CCOc1ccccc1N(C(=O)c1ccco1)C(C(=O)NC1CCCC1)c1cccs1 (stereo not given)	?	.

Going on with the list:
SMILES	Lipid storage S3	Lipid storage S3 cell count max
Cc1cc(C)cc(N(C(C)C(=O)N2CCCC2)S(C)(=O)=O)c1 (stereo not given)	-18.8%	18.6
Cc1ccc(C2CC(c3ccc(NS(C)(=O)=O)cc3)=NN2C(=O)c2ccco2)cc1 (stereo not given)	-2.5%	20.1
O=C(NCc1ccccn1)c1ccc(/C=N/O)nc1	11.2%	-10.2
Cn1nnc(NC(=O)/C=C/c2ccco2)n1	15.8%	24.1
OCCN(/C=N/c1nc(-c2ccc(Br)cc2)cs1)CCO	i	23.5
O=C(c1cccc([N+](=O)[O-])c1)N1CCN(S(=O)(=O)/C=C/c2ccccc2)CC1	?	.
O=C1CC(SC(=Nc2ccccc2)Nc2ccccc2)C(=O)N1c1ccc(Cl)c(Cl)c1 (stereo not given)	?	.
NNc1nc(-c2ccccc2)c2ccccc2n1	-0.5%	16.2
Cc1c(C(=O)Oc2ccc(F)cc2)sc2ncn(Cc3cccc(F)c3)c(=O)c12	28.0%	12.4
Cc1cc(C)cc(NC(=O)Nc2ccc(NC(=O)c3ccccc3O)cc2)c1	-6.6%	-13.5
CCOC(=O)CNC(=S)N(Cc1cccs1)C1CCCCC1	14.5%	-4.9
O=C(Cn1nc(-c2cccc(Cl)c2)ccc1=O)Nc1ccc(C(=O)NC2CC2)cc1	4.1%	-4.1
N#C/C(=C\c1ccccc1C(=O)O)c1nc2ccccc2[nH]1	11.7%	21.7
Cc1cc2c(=O)n(CC(=O)NCC(=O)N3CCN(Cc4ccccc4)CC3)cnc2s1	?	.
CCn1c(C(=O)OC)cc2c1ccn2-c1ccc(F)cc1	i	.
CC1CCCC(C)N1C(=O)COC(=O)CNC(=O)c1sc2ccccc2c1Cl (stereo not given)	?	.
O=C(/C=C/c1ccco1)Nc1ccc2nn(-c3ccccc3)nc2c1	?	.
CN(C)S(=O)(=O)c1cc(NC(=O)CN2CCCc3ccccc32)ccc1Cl	?	.
COc1ccc(NC(=O)CN(C)C(=O)c2ccc3ccccc3c2)cc1	i[0.0737 µM]	-5.1
O=C(NC(Cc1ccccc1)C(=O)O)/C(=C\c1ccccc1)NC(=O)c1ccco1 (stereo not given)	i	-6.7
Cc1ccsc1C(=O)Nc1ccc(C(=O)O)cc1	i	.
CCC1CCCCN1C(=S)Nc1cccc(S(=O)(=O)N(C)C)c1 (stereo not given)	?	.
FC(F)(F)c1cccc(NC(=S)NCc2ccccn2)c1	?	.
CCc1ccc(NC(=O)CN(c2ccc3c(c2)OCO3)S(=O)(=O)c2c(C)noc2C)cc1	-26.6%[9.22 µM]	-8.3
CCC1=C2CC[C@H]3C(=O)N(CC(=O)OC)C(=O)[C@H]3[C@H]2[C@@]2(C)C(=NCC(=O)OC)OC(=O)N2C1=O	-24.0%	0.5

The list goes on.
SMILES	Lipid storage S3	Lipid storage S3 cell count max
O=C(CCSc1ccc(Cl)cc1)N1CCCCCC1	0.8%	-12.1
CSCc1cc(N(C)c2ccccc2)nc(-c2ccccn2)n1	-0.1%	6.7
CC(C)Cn1c(CN2CCN(C(=O)c3ccco3)CC2)nc2c1c(=O)n(C)c(=O)n2C	?	.
CN(CC#CCC(c1ccccc1)c1ccccc1)C(C)(C)C	3.6%	22.6
O=C(CCNC(=O)c1ccccc1Cl)NCCc1ccc(C(F)(F)F)cc1	?	.
COc1ccc(NC(=O)NNC(=O)c2cc(C3CC3)nc3ccccc23)c(OC)c1	?	.
CCOc1ccc(N(Cc2ccc(OC)cc2)C(=O)c2ccco2)cc1	?	.
COc1ccccc1/C=C/C(=O)c1ccc(NC(C)=O)cc1	?	.
COc1ccc(C(=O)NNC(=O)CSc2nnc(COc3ccccc3)n2C)cc1	?	.
CCOC(=O)C1CCN(C(=O)Nc2ccc(OC)c(OC)c2)CC1	?	.
Fc1ccccc1/C=N/n1c(C2CCCCC2)n[nH]c1=S	?	.
CC[C@H](C)C(C(=O)N1CCN(C(=O)OC(C)(C)C)CC1)n1cc(C(Cc2ccc(O)cc2)NC(=O)OC(C)(C)C)nn1 (stereo not given in full)	?	.
NC(=O)c1ccccc1OCC(=O)N1CCCc2ccccc21	?	.
CC(C)c1ccc(OCC(=O)Nc2ccncc2)cc1	i	11.6
COc1cccc(CN2CCC(Oc3ccc(C(=O)NCc4ccccn4)cc3)CC2)c1O	16.9%	7.3
O=C(O)c1cc(NCc2ccc3c(c2)OCO3)ccc1N1CCOCC1	20.1%	0.8
CSCCC(NC(=O)c1ccco1)C(=O)N(C)CC(=O)Nc1ccccc1Br (stereo not given)	5.5%	-4.1
Oc1ccc(Cl)cc1C=NCCc1ccccc1	?	.
O=C(COc1ccc2c(c1)OCO2)Nc1nnc(Cc2ccccc2)s1	?	.
COc1ccc(CCNC(=O)CSc2nc3cc(Cl)ccc3o2)cc1OC	?	.
Cc1ccc(/C=C/C(=O)N2CCCC(C(N)=O)C2)o1 (stereo not given)	?	.
COc1ccc(Cl)cc1C(=O)OCC(=O)NCCNC(=O)COC(=O)c1cc(Cl)ccc1OC	i	-14.7
COc1cccc(OC)c1C(=O)OCC(=O)Nc1cccnc1Cl	?	.
COc1ccc(Oc2cn[nH]c2-c2ccc(O)cc2O)cc1	?	.
COc1cc(C(=S)N2CCCC2)cc(OC)c1OS(=O)(=O)c1ccc(NC(C)=O)cc1	8.4%	.

(next part)
SMILES	Lipid storage S3	Lipid storage S3 cell count max
C#CCN1C(=O)C(O)(CC(=O)/C=C/c2ccco2)c2ccccc21 (stereo not given)	?	.
O=C(c1cc([N+](=O)[O-])cc([N+](=O)[O-])c1)N1CCOCC1	-0.3%	-0.3
COc1ccc2c(c1)C(=O)N1[C@H]3c4cc(Br)ccc4OC[C@@H]3[C@H](c3ccccc3)[C@]1(C)C(=O)N2	?	.
CCOC(=O)N/N=C\c1sccc1C	?	.
CCn1c(CC(=O)Nc2ccc(C)cc2)n[nH]c1=S	?	.
Cc1ccc(C(=O)Nc2ccccc2C(=O)NC(Cc2c[nH]c3ccccc23)C(=O)O)cc1 (stereo not given)	-2.0%	14.2
COC(=O)CNC(=O)C1CCN(c2nc(C)cc(C)n2)CC1	?	.
Cn1c(Cc2ccc3c(c2)OCO3)nnc1SCC(=O)NC(C)(C)C	?	.
COc1cc([N+](=O)[O-])c2nccnc2c1	0.9%	13.7
O=C(CC(=O)N1CCN(c2ccccn2)CC1)Nc1ccc2nc3n(c(=O)c2c1)CCCCC3	?	.
COc1ccc(NC(=S)NCC(c2cccnc2)N2CCOCC2)cc1 (stereo not given)	-4.8%	-18.2
CCOc1ccc(NC2=NCCC(=O)N2Cc2cccs2)cc1	?	.
CCCCc1cc(=O)oc2c(C)c(OCC(=O)N3CCCC3)ccc12	-6.9%	-9.4
c1ccc(Nc2nc(NCc3ccco3)c3ccccc3n2)cc1	?	.
CCOCc1cc(C)[nH]c(=O)c1C#N	-6.8%	-18.6
Cc1cccc(CS(=O)(=O)Cc2ccc(C(=O)NCCCN3CCOCC3)o2)c1	17.6%	-4.9
CC1=C(C(N)=O)C(c2cccs2)n2nc(-c3cccc(Cl)c3)nc2N1 (stereo not given)	-11.7%	-24.4
CCn1c(=O)c2c(nc3n2CCCN3c2cccc(C)c2)n(C)c1=O	-5.3%	7.1
O=C(CSc1nnc(-c2cccs2)o1)NCc1ccco1	?	.
O=S(=O)(Oc1ccccc1C(=S)N1CCOCC1)c1ccc(Cl)cc1	?	.
Cc1sc2ncnc(OCc3nnc(-c4cccs4)o3)c2c1C	3.7%	5.4
Cc1[nH]nc(N2CCCCCC2)c1[N+](=O)[O-]	?	.
CCn1c(Cn2nnc(-c3ccccc3)n2)nnc1SCC(=O)Nc1ccc(N(C)C)cc1	15.0%	-14.0
CC(=O)c1cccc(N(CC(=O)Nc2ccc(S(=O)(=O)N3CCOCC3)cc2)S(C)(=O)=O)c1	?	.
O=S(=O)(Cc1ccc(Cl)cc1)c1ncc(CO)n1Cc1ccccc1	?	.

A portion from the list above:
SMILES	Lipid storage S3	Lipid storage S3 cell count max
CCCC(=O)Nc1ccc2c(c1)nc1n2CCSC1	?	.
Cc1c(C(=O)N2CCOCC2)cc(C(C)(C)C)n1-c1ccccc1	7.8%	.
Cc1ccc(C(=O)NCc2ccco2)cc1S(=O)(=O)Nc1cccc(C)c1C	?	.

Whole records, looked up by structure. Values in the order: Lipid storage S3	Lipid storage S3 cell count max
C#CCN1C(=O)C(O)(CC(=O)/C=C/c2ccco2)c2ccccc21 (stereo not given) is listed with ?	.
CC(=O)c1cccc(N(CC(=O)Nc2ccc(S(=O)(=O)N3CCOCC3)cc2)S(C)(=O)=O)c1 is listed with ?	.
O=C(c1cc([N+](=O)[O-])cc([N+](=O)[O-])c1)N1CCOCC1 is listed with -0.3%	-0.3
O=C(CSc1nnc(-c2cccs2)o1)NCc1ccco1 is listed with ?	.
O=S(=O)(Oc1ccccc1C(=S)N1CCOCC1)c1ccc(Cl)cc1 is listed with ?	.

(list continues)
SMILES	Lipid storage S3	Lipid storage S3 cell count max
CCCCCN(C(=O)CCC(=O)OCC(=O)N(C)Cc1ccc(C)cc1)c1c(N)n(CCCC)c(=O)[nH]c1=O	-8.8%	2.7
COC(=O)CN1C(=O)[C@H]2[C@@H](/C=C/c3ccccc3)N3C(=O)CN(CCO)C(=O)[C@@]3(Cc3ccccc3)[C@H]2C1=O	?	.
CC(OC(=O)CNC(=O)c1cccs1)C(=O)Nc1ccc(S(N)(=O)=O)cc1 (stereo not given)	?	.
Cn1c(=O)[nH]c(=O)c2c1nc(CN(Cc1ccccc1)Cc1ccccc1)n2CCN1CCOCC1	-9.9%	17.9
O=C(CNC(=O)c1ccc2c(c1)OCCO2)N=Nc1c(O)[nH]c2ccccc12	?	.
CCCCCCN1C=C/C(=C\C=C(C#N)C#N)c2ccccc21	?	.
CCN(c1ccccc1)S(=O)(=O)c1cc(C(=O)OC(C)C(=O)Nc2ccc3c(c2)OCCO3)ccc1C (stereo not given)	?	.
O=C(Nc1ccccc1Br)c1cc(=O)c2ccccc2o1	?	.
CCCCc1ccc(NC=C2C(=O)OC3(CCCCC3)OC2=O)cc1	?	.
O=c1c(CN2CCN(Cc3ccccc3)CC2)coc2ccc(Cl)cc12	8.7%	-3.3
Cc1ccc(OCC(=O)N2CCC(N3CC(C)CC(C)C3)CC2)cc1 (stereo not given)	?	.
S=c1[nH]nc(-c2ccc3ccccc3n2)n1-c1cc(Cl)cc(Cl)c1	?	.
COc1cccc(N=C(N)N)c1	?	.

An excerpt; rates above refer to the full screens.
